F508del corr = correctors of CFTR F508del function in bronchial epithelial cells | CFBE cells, YFP halide quenching; stimulated with forskolin plus potentiator P3; % fluorescence drop versus neutral controls | activity (quench increase), % at 7.58 µM | 0.36% of 350,000 active | AID 720511;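 active = mean added fluorescence quench of at least 8% versus neutral control, with both replicates also reaching 8%; inconclusive = only one of the mean or replicate conditions met; inactive = mean below 8% and not both replicates reaching 8%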;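 also: cells transiently co-express mutant CFTR-F508del with the halide-sensitive YFP; corrector assay measuring rescue of mutant channel to the surface after 24 h compound exposure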
RAD52 anneal inh = inhibitors of human RAD52 DNA annealing; P43351; recombinant RAD52 DNA annealing, FRET fluorescence; inhibition, % at 18.7 µM; 0.46% of 360,000 active;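 active = every replicate showing at least 50% inhibition; inconclusive = mean inhibition at least 50% but not in every replicate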
DENV2 CPE rescue = inhibitors of DENV2 cytopathic effect; CPE inhibition, % at 9.99 µM; 1.7% of 350,000 active; DENV2-infected cells, cytopathic effect rescue, plate reader; in the data active = CPE inhibition above about 20%, passing the limit was not always enough; inconclusive = no clear call, values can overlap the other calls; tested in BHK-21 cells;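 also: 0% = median of neutral control wells and 100% = median of positive control wells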
E-selectin induc = E-selectin induction on HUVECs. P16581. HUVEC E-selectin immunofluorescence imaging; normalized: neutral wells 0, TNF-alpha wells 100. activation, % at 7.58 µM. 0.37% of 260,000 active. AID 686992;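 active = mean E-selectin-positive cell signal at least 10% of the positive control, reached in at least 60% of replicates, without over 20% cell loss; inconclusive = no rule given, readout overlaps actives, possibly toxicity-flagged; inactive = the rest, including those meeting only one limit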;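 also: in these data hits start at about 27%; measured in HUVEC primary endothelial cells; signal is the percent of cells scored E-selectin positive by PE staining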
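material = human umbilical vein endothelial cells (HUVEC), E-selectin induction | quantity = 3,000 cells/well | medium = EGM-2 growth medium on 0.1% gelatin-coated wells | technique = immunofluorescence imaging | read-out basis = % PE-positive cells | control set = TNF-alpha positive control, DMSO neutral control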
XiGFP reactiv = activators of X-chromosome reactivation in mouse fibroblasts; 0.055% of 360,000 active; AID 743238; XiGFP mouse fibroblasts, % GFP-positive cells imaging, 3 d; cells co-treated with 5-aza-dC sensitizer; scaled so ellipticine positive control = 100%; activation, % at 7.58 µM;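 active = mean normalized replicate activation at least 10% and every replicate at or above 10%; inconclusive = only one of the two criteria met; inactive = mean below 10% and not all replicates reach 10%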;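 also: 0% = median of on-plate neutral control wells and 100% = ellipticine 6 µM median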
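System: 68-5-11 XiGFP fibroblast line; Timing: 3 days compound exposure; Compound dosing: one concentration, pinned; Benchmarks: positive control ellipticine, 6 µM final; Buffer or medium: DMEM containing 5-aza-dC.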
CASP6 VEID inh = inhibitors of human caspase-6. P55212. purified caspase-6, Z-VEID-R110 cleavage fluorescence. inhibition, % at 12.5 µM. 0.53% of 350,000 active. AID 686996;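 active = mean inhibition across replicates at least about 35%, with every replicate also reaching that limit, limit read from the data; inconclusive = only one of the two criteria met; inactive = neither criterion met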;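 also: 0% = median of neutral control wells and 100% = no fluorescence left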
Target sequence (P55212 24-179 limits assumed): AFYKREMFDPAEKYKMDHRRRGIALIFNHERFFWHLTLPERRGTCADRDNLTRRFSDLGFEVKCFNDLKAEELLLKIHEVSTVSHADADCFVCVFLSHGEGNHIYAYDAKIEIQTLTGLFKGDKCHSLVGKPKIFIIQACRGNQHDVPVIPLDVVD
Target sequence (P55212 194-293 limits assumed): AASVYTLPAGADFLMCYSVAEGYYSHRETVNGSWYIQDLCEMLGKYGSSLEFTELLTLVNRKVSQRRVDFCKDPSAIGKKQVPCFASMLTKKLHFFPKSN
RAD54 inh = RAD54 (human) branch migration inhibition; Q92698; RAD54 Holliday junction branch migration, FAM/BHQ fluorescence; inhibition, % at 10.4 µM; 0.14% of 360,000 active; AID 602329;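 active = mean normalized replicate activity at least 40 and at least half of replicates scoring 40 or more; inconclusive = only one of the two criteria met; inactive = mean below 40 and under half of replicates reaching 40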;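 also: 0% = median of neutral control wells and 100% = median of positive control wells; inhibitors cause a drop in the FAM fluorescence signal; in these data hits start at about 50%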
Target sequence (Q92698 whole entry, looked up): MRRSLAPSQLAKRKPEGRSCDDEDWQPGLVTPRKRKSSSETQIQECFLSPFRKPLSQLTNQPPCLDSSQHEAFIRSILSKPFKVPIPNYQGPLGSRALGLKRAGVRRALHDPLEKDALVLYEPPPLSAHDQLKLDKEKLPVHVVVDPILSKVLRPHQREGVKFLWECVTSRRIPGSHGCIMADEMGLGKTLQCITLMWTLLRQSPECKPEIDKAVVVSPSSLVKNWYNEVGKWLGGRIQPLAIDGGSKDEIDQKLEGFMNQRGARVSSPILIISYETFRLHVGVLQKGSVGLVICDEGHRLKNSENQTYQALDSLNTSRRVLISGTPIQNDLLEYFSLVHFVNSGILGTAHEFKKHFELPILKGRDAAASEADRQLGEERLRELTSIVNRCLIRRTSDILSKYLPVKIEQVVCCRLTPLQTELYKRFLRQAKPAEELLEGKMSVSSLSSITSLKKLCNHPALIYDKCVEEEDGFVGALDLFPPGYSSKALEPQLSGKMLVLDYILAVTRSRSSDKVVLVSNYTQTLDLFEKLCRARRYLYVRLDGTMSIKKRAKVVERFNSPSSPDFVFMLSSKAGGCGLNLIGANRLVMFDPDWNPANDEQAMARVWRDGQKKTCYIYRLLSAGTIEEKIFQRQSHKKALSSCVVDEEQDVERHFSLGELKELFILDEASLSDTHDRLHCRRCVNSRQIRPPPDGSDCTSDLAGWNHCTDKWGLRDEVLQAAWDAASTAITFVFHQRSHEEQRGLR
GSIS activator = primary screen for activators of insulin secretion dependent on glucose, INS-1E cells, GLuc reporter luminescence | INS-1E GLuc reporter insulin secretion, 2-3 h | activation, % at 16.6 µM | 0.61% of 370,000 active | AID 743287;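 active = lowest replicate activation of at least 40%, so every replicate reaches that level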;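 also: 0% = median of neutral control wells and 100% = median of IBMX positive control wells; some compounds called inactive have numbers as strong as hits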
Active calls of the source: *.

CCOC(=O)c1[nH]cnc1C(=O)Nc1cccc(Cl)c1 was read as F508del corr -0.5, RAD52 anneal inh -1, DENV2 CPE rescue -6, XiGFP reactiv 0.0, CASP6 VEID inh 1 and GSIS activator 12.
`CCCN(CCC)S(=O)(=O)c1ccc(C(=O)N2CCN(C)CC2)cc1` gave F508del corr -3.4, RAD52 anneal inh -12, DENV2 CPE rescue 4, XiGFP reactiv 0.0, CASP6 VEID inh -1, RAD54 inh 2 and GSIS activator -4.
COc1ccc(C(=O)NCC(=O)OCC(=O)c2ccc3c(c2)NC(=O)CO3)cc1 was read as F508del corr 1.7, RAD52 anneal inh -4, DENV2 CPE rescue -12, E-selectin induc -0.4, XiGFP reactiv 0.0, CASP6 VEID inh -1 and GSIS activator 1.
O=S(=O)(c1cccs1)N1CCCCN2[C@H](CO)[C@H](c3ccc(C4=CCCCC4)cc3)[C@@H]2C1 was read as F508del corr 0.8, RAD52 anneal inh 21, DENV2 CPE rescue -8, CASP6 VEID inh 1 and RAD54 inh 7.
`CCOc1ccc(C(=O)n2cc(C(=O)OC)c3ccccc32)cc1` gave F508del corr -1.8, RAD52 anneal inh -3, DENV2 CPE rescue 1, XiGFP reactiv 0.4, CASP6 VEID inh -2, RAD54 inh -1 and GSIS activator 12.
For O=C([C@@H]1[C@@H](CO)[C@@H]2Cn3c(ccc(-c4ccc(F)cc4)c3=O)[C@H]1N2)N1CCCCC1 the results were F508del corr -1.4, RAD52 anneal inh 3, DENV2 CPE rescue -4, E-selectin induc -0.1, XiGFP reactiv -0.1, CASP6 VEID inh -1, RAD54 inh -1 and GSIS activator 5.
Screening COC(=O)Cc1cc(=O)n(-c2ccccc2)[nH]1 returned F508del corr -0.3, RAD52 anneal inh -20, DENV2 CPE rescue -6, CASP6 VEID inh 8 and GSIS activator -2.
COc1ccc(S(=O)(=O)N(C)C[C@@H]2Oc3ccc(NC(=O)CCCCCC(=O)Nc4ccccc4N)cc3C(=O)N([C@H](C)CO)C[C@H]2C)cc1 was read as F508del corr 0.5, RAD52 anneal inh 15, DENV2 CPE rescue -14, E-selectin induc -0.1, XiGFP reactiv 0.0, CASP6 VEID inh 0 and GSIS activator -7.
For CCN(CC)CCN1C(=O)C2C(C(=O)Nc3ccc(Br)cc3)C3C=CC2(O3)C1C(=O)NC1CCCCC1 (stereo not drawn) the results were F508del corr -3.6, RAD52 anneal inh 2, DENV2 CPE rescue 7, E-selectin induc 0.0, XiGFP reactiv 0.4, CASP6 VEID inh -2, RAD54 inh 19 and GSIS activator -9.
Screening CNC(=O)c1ccc(NC(=O)C2CCN(c3ncnc4sc(C)c(C)c34)CC2)cc1 returned F508del corr -1.9, RAD52 anneal inh -2, DENV2 CPE rescue 5, XiGFP reactiv 0.2, CASP6 VEID inh 7, RAD54 inh -5 and GSIS activator 7.
O=C(Nc1c(Cl)cc(Cl)cc1-c1nc2ccccc2s1)c1ccc(Br)o1 was read as F508del corr 1.8, RAD52 anneal inh -18, DENV2 CPE rescue 1, CASP6 VEID inh 12 and RAD54 inh 3.
`O=C(NCCSc1c(-c2ccccc2)[nH]c2ccccc12)c1cc2ccccc2oc1=O` gave F508del corr -0.8, RAD52 anneal inh 3, DENV2 CPE rescue -12, E-selectin induc -1.9, XiGFP reactiv -0.1, CASP6 VEID inh -2, RAD54 inh -8 and GSIS activator -5.
COc1cccc(C2SCC(=O)N2c2ccc(C)cc2)c1OC (stereo not drawn) was read as F508del corr -3.8, RAD52 anneal inh 3, DENV2 CPE rescue -4, XiGFP reactiv -0.1, CASP6 VEID inh 1, RAD54 inh -8 and GSIS activator 21.
For C[C@@H]1CCCCO[C@@H](CN(C)C(=O)Nc2cccc3ccccc23)[C@H](C)CN([C@H](C)CO)C(=O)c2cc(NC(=O)CCCN(C)C)ccc2O1 the results were F508del corr 0.3, RAD52 anneal inh 39, DENV2 CPE rescue -11, E-selectin induc 0.1, XiGFP reactiv -0.1, CASP6 VEID inh -5, RAD54 inh 25 and GSIS activator 21.
Cc1cn([C@H]2C[C@H](O)[C@@H](CCC(=O)NCCCn3ccnc3)O2)c(=O)[nH]c1=O was read as F508del corr -1.8, RAD52 anneal inh 9, DENV2 CPE rescue 9, E-selectin induc 0.7, XiGFP reactiv 0.0, RAD54 inh 4 and GSIS activator 8.
For CC1CCC(NC(=O)N(CCCl)N=O)CC1 (stereo not drawn) the results were F508del corr -4.0, RAD52 anneal inh 2, DENV2 CPE rescue -8, E-selectin induc 2.3, XiGFP reactiv 0.0, CASP6 VEID inh -4 and RAD54 inh -1.
`Cc1c(C=O)c2ccccc2n1CC(=O)NCc1ccccc1` gave F508del corr 0.0, RAD52 anneal inh -13, DENV2 CPE rescue 0, XiGFP reactiv 0.3, CASP6 VEID inh -6 and GSIS activator 12.
`CCOC(=O)Cc1csc(NC(=O)c2cc(=O)c3ccccc3o2)n1` gave F508del corr -2.4, RAD52 anneal inh -6, DENV2 CPE rescue 2, E-selectin induc -3.2, XiGFP reactiv 0.2 and GSIS activator -15.
Screening CC(C)NC[C@H]1[C@@H](c2ccc(C3=CCCCC3)cc2)[C@@H](CO)N1C(=O)NC(C)C returned F508del corr 5.5, RAD52 anneal inh 1, DENV2 CPE rescue 1, E-selectin induc 0.2, XiGFP reactiv 0.0, CASP6 VEID inh 0, RAD54 inh 7 and GSIS activator -20.
For CN1C(=O)/C(=C2\SC(=S)N(NC(=O)c3cccnc3)C2=O)c2ccccc21 the results were F508del corr -1.8, RAD52 anneal inh -19, DENV2 CPE rescue 0, XiGFP reactiv 0.0, CASP6 VEID inh 0, RAD54 inh -10 and GSIS activator -15.
For C/C(CC(=O)Nc1ccc2c(c1)OCO2)=N\NC(=O)OC(C)(C)C the results were F508del corr -0.2, RAD52 anneal inh -3, DENV2 CPE rescue 2, XiGFP reactiv 0.1, CASP6 VEID inh -1 and GSIS activator -12.
CC1(C)CCC(=O)c2ccccc21 was read as F508del corr -1.3, RAD52 anneal inh -30, DENV2 CPE rescue -10, E-selectin induc -1.2, XiGFP reactiv -0.1, CASP6 VEID inh -4 and RAD54 inh 8.
`CS(=O)(=O)c1ccc(Cl)c(NC(=O)COC(=O)c2ncc(Cl)c(Cl)c2Cl)c1` gave F508del corr 1.9, RAD52 anneal inh -16, DENV2 CPE rescue inconclusive, E-selectin induc 0.6, XiGFP reactiv 0.0, CASP6 VEID inh 0, RAD54 inh 2 and GSIS activator 23.
Cc1ccc(CNS(=O)(=O)c2ccc(C(C)(C)C)cc2)n1C was read as RAD52 anneal inh -23, CASP6 VEID inh 3, RAD54 inh -8 and GSIS activator -3.
`O=C(N/N=C/c1ccncc1)c1cccc([N+](=O)[O-])c1` gave F508del corr -0.8, RAD52 anneal inh -3, DENV2 CPE rescue -4, XiGFP reactiv 0.1, CASP6 VEID inh 0 and GSIS activator 11.
For CCC(=O)N[C@@H]1C=C[C@H](CC(=O)NCC2CCCCC2)O[C@H]1CO the results were F508del corr 1.9, RAD52 anneal inh 11, DENV2 CPE rescue -1, E-selectin induc -0.4, XiGFP reactiv 0.5, CASP6 VEID inh 4, RAD54 inh -2 and GSIS activator 9.
Screening CC(=O)OC(C)(C)C1Cc2cc3ccc(=O)oc3cc2O1 (stereo not drawn) returned F508del corr 0.5, RAD52 anneal inh -13, DENV2 CPE rescue -2, E-selectin induc 0.0, XiGFP reactiv 0.0, CASP6 VEID inh 5, RAD54 inh -5 and GSIS activator 11.
COc1ccc(NC(=O)N[C@@H]2CC[C@H](CCNS(=O)(=O)c3ccccc3F)O[C@H]2CO)cc1 was read as F508del corr -2.0, RAD52 anneal inh -3, DENV2 CPE rescue -6, E-selectin induc -0.5, XiGFP reactiv 0.0, CASP6 VEID inh -2, RAD54 inh 5 and GSIS activator -1.
Screening c1ccc(C(Nc2cccnc2)c2ccccc2)cc1 returned F508del corr 7.0, RAD52 anneal inh -9, DENV2 CPE rescue -1, E-selectin induc 0.2, XiGFP reactiv 0.0, CASP6 VEID inh -4 and GSIS activator -24.
Screening Cc1[nH]c(=O)[nH]c(=O)c1S(=O)(=O)N1CCCC(C(=O)NCc2ccc3c(c2)OCO3)C1 (stereo not drawn) returned F508del corr -2.8, RAD52 anneal inh -8, DENV2 CPE rescue 0, XiGFP reactiv 0.0, CASP6 VEID inh 2 and GSIS activator -5.
For CC1=C(C(=O)N(C)C)CC(CC(=O)NCC2CCCCC2)C(=O)N1CCCN1CCCC1=O (stereo not drawn) the results were F508del corr -0.9, RAD52 anneal inh 2, DENV2 CPE rescue -4, XiGFP reactiv -0.1, CASP6 VEID inh 7, RAD54 inh 3 and GSIS activator 17.
`CCN(Cc1ccncc1)C(=O)C1CCC(=O)N(Cc2ccc(Cl)cc2)C1` (stereo not drawn) gave F508del corr -0.5, RAD52 anneal inh -4, DENV2 CPE rescue 1, E-selectin induc 0.6, XiGFP reactiv 2.1, CASP6 VEID inh 1, RAD54 inh 9 and GSIS activator 4.
CCc1nc2c(OCC(=O)c3ccc(F)cc3)cccn2c1N(C)C(=O)c1cccs1 was read as F508del corr -3.0, RAD52 anneal inh -67, DENV2 CPE rescue 19, E-selectin induc -0.2, XiGFP reactiv 0.0, CASP6 VEID inh 0, RAD54 inh 5 and GSIS activator -17.
`COc1ccc(NC(=O)Nc2ccc3c(c2)CC(=O)N([C@@H](C)CO)C[C@@H](C)[C@H](CN(C)Cc2ccc(Cl)c(Cl)c2)O3)cc1` gave F508del corr 4.0, DENV2 CPE rescue -2, E-selectin induc -1.3, XiGFP reactiv 0.0, RAD54 inh 0 and GSIS activator -5.
`C[C@@H]1CN([C@@H](C)CO)C(=O)c2c(c3ccccc3n2C)-c2ccccc2CO[C@H]1CN(C)Cc1ccc2c(c1)OCCN2C` gave F508del corr 2.5, RAD52 anneal inh 28, DENV2 CPE rescue -9, E-selectin induc -0.5, XiGFP reactiv -1.5, CASP6 VEID inh 0 and GSIS activator -27.
COc1ccc(C2CCc3cc4c(cc3C2=NO)OCO4)cc1OC (stereo not drawn) was read as F508del corr 3.8, RAD52 anneal inh -15, DENV2 CPE rescue -5, E-selectin induc 0.0, XiGFP reactiv 0.4, CASP6 VEID inh 5, RAD54 inh 2 and GSIS activator -41.
For CCCNC(=O)c1cc2c(c(-c3cccc(-c4cccc(F)c4)c3)n1)[C@H](CCO)N([S@@](=O)C(C)(C)C)C2 the results were F508del corr 1.0, RAD52 anneal inh 3, DENV2 CPE rescue -1, CASP6 VEID inh -3 and RAD54 inh -1.
For CO[C@@H]1CN(C)C(=O)c2cc(NS(=O)(=O)CC(F)(F)F)ccc2OC[C@H](C)N(Cc2cccnc2)C[C@H]1C the results were F508del corr -2.8, RAD52 anneal inh 3, DENV2 CPE rescue -8, E-selectin induc -0.3, XiGFP reactiv -0.3, CASP6 VEID inh 0, RAD54 inh 5 and GSIS activator 1.
O=C(/C=C/c1cccc(Cl)c1)NNC(=O)c1ccncc1 was read as F508del corr -0.2, RAD52 anneal inh -5, DENV2 CPE rescue 6, XiGFP reactiv 0.5, CASP6 VEID inh 0, RAD54 inh 2 and GSIS activator 19.
